procasp7 counter: counter-screen: procaspase-7 (human) activation | recombinant procaspase-7, Ac-DEVD-pNA absorbance 405 nm; D23A/D198A/D206A triple mutant, cannot self-cleave; scale: DMSO 0, 5 µM enzyme 100 | 0.093% of 330,000 active | P55210 | activation, % at 8.5 µM;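 active = percent activation above the screen-wide mean plus 3 SD, cut at about 25% in these data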
Target sequence (P55210 whole entry D23A/D198A/D206A): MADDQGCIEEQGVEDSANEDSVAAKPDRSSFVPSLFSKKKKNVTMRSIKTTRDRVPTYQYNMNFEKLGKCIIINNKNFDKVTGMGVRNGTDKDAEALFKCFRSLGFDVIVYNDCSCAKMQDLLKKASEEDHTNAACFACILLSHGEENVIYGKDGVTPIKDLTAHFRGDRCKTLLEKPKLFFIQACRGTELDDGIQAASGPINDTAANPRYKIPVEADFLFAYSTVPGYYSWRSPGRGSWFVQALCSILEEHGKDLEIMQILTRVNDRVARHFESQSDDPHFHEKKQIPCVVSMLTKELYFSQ
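signal = Epi-absorbance of released pNA at 405 nm, two timepoints | assay system = Uncleavable procaspase-7 mutant enzyme | reagent = Ac-DEVD-pNA substrate, 400 µM as added | times = 1 h enzyme–compound preincubation and 2 h substrate reaction, both 25 °C | benchmarks = low DMSO alone, high DMSO plus 5 µM PC-7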
PP1 counter: blocks human PP1-alpha phosphatase, a PP5 counter-screen; P62136; purified PP1alpha, OMFP fluorescence; inhibition, % at 6.7 µM; 0.9% of 320,000 active; AID 2235;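 active = inhibition above the mean inhibition of all tested compounds plus 3 SD, computed separately for each screening campaign, cut at about 15% in these data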
Target sequence (P62136 whole entry, looked up): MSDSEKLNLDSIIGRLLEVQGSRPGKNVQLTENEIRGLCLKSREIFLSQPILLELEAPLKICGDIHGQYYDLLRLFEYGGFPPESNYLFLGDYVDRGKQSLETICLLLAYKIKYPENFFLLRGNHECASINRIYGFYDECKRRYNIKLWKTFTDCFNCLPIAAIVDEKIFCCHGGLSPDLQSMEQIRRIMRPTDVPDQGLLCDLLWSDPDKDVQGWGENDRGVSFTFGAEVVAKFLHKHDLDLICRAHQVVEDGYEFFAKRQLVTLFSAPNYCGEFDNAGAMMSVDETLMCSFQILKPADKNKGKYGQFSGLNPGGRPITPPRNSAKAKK
VLA-4 inh: inhibition in a human VLA-4 binding assay; 0.2% of 330,000 active; P13612; AID 2557; VLA-4 expressing cells, ligand binding flow cytometry; inhibition, % (about 7 µM as worked out from the volumes in the protocol); in the data active = inhibition above about 50%
GASC-1 inh: inhibitors of human GASC-1 (JMJD2C) demethylase; GST-JMJD2C(1-420) H3K9me3 demethylation, DELFIA europium; Q9H3R0; inhibition, % at 2.35 µM; AID 2099; 0.069% of 330,000 active;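 active = more than half of a compound's replicate wells show inhibition beyond 50%, single wells judged on their own value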;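 note: signal counts dimethyl H3K9 product captured on neutravidin plate; 0% = median of DMSO wells and 100% = 0.3 times that DMSO median; strong numbers were not always called active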
Target sequence (Q9H3R0 1-420 limits assumed): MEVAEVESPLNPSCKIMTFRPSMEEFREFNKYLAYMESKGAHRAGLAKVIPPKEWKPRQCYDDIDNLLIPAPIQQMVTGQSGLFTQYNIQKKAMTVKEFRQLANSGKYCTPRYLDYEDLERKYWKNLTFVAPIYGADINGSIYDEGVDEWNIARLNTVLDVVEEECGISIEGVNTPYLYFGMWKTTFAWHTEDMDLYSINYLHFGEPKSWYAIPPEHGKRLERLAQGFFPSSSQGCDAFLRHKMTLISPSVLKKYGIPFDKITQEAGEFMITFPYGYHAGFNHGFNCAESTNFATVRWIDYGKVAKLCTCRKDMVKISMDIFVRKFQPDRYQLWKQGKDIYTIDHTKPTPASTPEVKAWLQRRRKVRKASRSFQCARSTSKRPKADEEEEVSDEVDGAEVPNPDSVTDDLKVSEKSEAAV
PP5 inh: blocks human protein phosphatase 5 activity; P53041; inhibition, % at 6.7 µM; AID 1987; purified PP5c, OMFP substrate fluorescence; 0.18% of 320,000 active;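 active = inhibition above the campaign's mean inhibition across all tested compounds plus 3 SD, cut at about 9.5% in these data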;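 note: 0% = DMSO only and 100% = 100 µM cantharidin control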
Fh CTSL1 inh: cathepsin L1 inhibition, PFM18AAP counter-screen | recombinant F. hepatica cathepsin L1, Z-Leu-Arg-MCA fluorescence | 0.49% of 300,000 active | AID 1906 | inhibition, % at 5.96 µM;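 active = inhibition above the mean of all tested compounds plus 3 SD, set per screening campaign, cut at about 17% in these data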;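 note: 0% = plate median of test compound wells and 100% = 1 µM Z-Phe-Ala-diazomethylketone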
proCasp3 act: activators of human procaspase-3. recombinant procaspase-3 D3A, Ac-DEVD-pNA absorbance 405 nm. 0.11% of 330,000 active. activation, % at 8.5 µM. P42574;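 active = activation above the mean of all tested compounds plus 3 SD, cut at about 21% in these data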;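 note: 0% = DMSO alone and 100% = DMSO wells spiked with extra 5 µM PC-3 D3A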
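Test system: Procaspase-3 D3A mutant, all three cleavage aspartates alanine | Dosing: Single dose, 8.5 µM nominal compound, 0.8% DMSO | Schedule: 1 h preincubation, 2 h reaction | Technique: 405 nm absorbance of p-nitroaniline, reads at 0 and 120 min | Repeats: One well per compound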
core dimer inh: HCV core protein dimerization inhibition | TR-FRET GST/Flag-core106 dimerization, 1536-well | inhibition, % at 5 µM | 0.33% of 300,000 active | AID 1899;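 active = inhibition above the mean of all tested compounds plus 3 SD, set per screening campaign, cut at about 45% in these data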
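Material: Tagged HCV core106 pair (GST and Flag) | Amount: GST-core106 13.5 nM, Flag-core106 17 nM | Medium: KF-containing HEPES buffer, pH 7.45, DTT, CHAPS, BSA | Reagent: Eu donor and XL665 acceptor anti-tag antibodies | Schedule: 4 h at 22.5 °C | Technique: Time-resolved FRET, ex 340 nm, em 617 and 671 nm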
GRK2 inh: human GRK2 inhibition via aptamer displacement | inhibition of aptamer binding, % at 10 µM | bead flow cytometry, FAM-aptamer displacement from GRK2 | 0.59% of 330,000 active;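 active = inhibition of aptamer binding above 40%, roughly 3 SD of noise, on plates passing a quality check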;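 note: median bead fluorescence of bound FAM aptamer so fluorescent compounds give negative values; no value below 0 was filed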
* = called active by the depositor; i = inactive; · = no result given; & = joins results of further samples.

SMILES	procasp7 counter	PP1 counter	VLA-4 inh	GASC-1 inh	PP5 inh	Fh CTSL1 inh	proCasp3 act	core dimer inh	GRK2 inh
Cc1ccc(-c2nc(CN3CCCCC3CCN3CCCC3=O)c(C)o2)o1 (stereo not given)	-8	4	0	2	-2.5	2	-1	1	0
COc1ccccc1NC(=O)c1ccc2c(c1)N(CC(=O)NC(C)(C)C)C(=O)C(C)(C)O2	8	0	12	13	-0.9	6	-3	-6	0
CC(C)c1ccc(NC(=O)C(c2ccccc2)N(C)C(=O)CCc2c[nH]c3ccccc23)cc1 (stereo not given)	8	3	-4	3	1.4	1	-4	13	4
COc1ccc(S(=O)(=O)N2CCN(C(=O)c3ccco3)CC2)c(C)c1C	9	-4	13	2	0.2	-2	-9	4	1
COc1cccc2sc(N(CCCN(C)C)C(=O)c3sc4ccccc4c3Cl)nc12	3	-3	6	-7	1.7	-1	2	-5	0
COc1ccc(Cn2nnnc2C(c2cccnc2)N2CCN(c3ccc(O)cc3)CC2)cc1 (stereo not given)	-23	-6	5	41	2.7	-6	-2	6	5
O=C(NCC1CCCN1S(=O)(=O)c1ccccc1)c1cccc(Cl)c1 (stereo not given)	3	-2	2	-9	0.4	-2	6	2	0
CCn1c(CNc2ccc(OC)cc2)nnc1SCC(=O)c1ccc(OC)cc1	-3	-5	4	-14&16	4.5	3	8	-6	4
CCOC(=O)Cn1c(-c2ccccc2)nc2ccccc2c1=O	-11	-4	5	0	11*	3	7	-1	0
COCCn1c(SCC(=O)Nc2ccc(OC)cc2)nc2c(oc3ccccc32)c1=O	9	-5	-7	5	2.5	-5	-4	11	2
Cc1ccc(C(=O)OCC(=O)NC2CC2)cc1S(=O)(=O)N1CCOCC1	6	-1	4	0	3.3	·	3	·	2
CCn1cc(C(=O)O)c(=O)c2cc(F)c(N3CCN(C(=S)NC(=O)c4ccc(F)cc4)CC3)cc21	-6	5	6	-4	2.4	4	-1	-1	0
O=S(=O)(Nc1ccc2c(c1)OCO2)c1ccc(Cl)cc1F	-2	-2	-10	-2	1.0	·	-2	·	0
Cc1cc(C)n(-c2nc3ccccc3nc2N2CCN(C(=O)c3ccc(F)cc3)CC2)n1	3	0	13	3	4.5	7	-1	2	0
CC1=CC(C)C(C[N+]2(C)CCCCC2)C(C)C1 (stereo not given)	1	2	15	10	-0.5	3	-8	0	0
c1ccc(OCc2noc(CN3CCC(C4CCCCC4)C3)n2)cc1 (stereo not given)	-1	4	37	-17	0.7	0	4	-3	5
COc1ccc(Br)cc1S(=O)(=O)N(CC(=O)N1CCOCC1)c1ccccc1	-9	-4	8	-1	-2.1	3	-9	6	0
COc1ccc(C(=O)c2ccc(OC)c(Br)c2)cc1Br	1	0	-18	-22	-1.2	6	-1	2	1
CCN1C(=O)c2cccc3c(S(=O)(=O)N4CCCC4C(=O)O)ccc1c23 (stereo not given)	4	2	-2	-4	0.3	-2	7	4	1
Cc1cccc(C)c1N1CCN(S(=O)(=O)c2ccccc2)CC1	10	2	6	26	-1.9	-3	5	3	2
Cc1ccn2c(C(=O)N/N=C/c3ccc(CNC(=O)C(=O)Nc4ccc(C)c(C)c4)o3)c(C)nc2c1	-1	3	-5	-4	3.4	1	-2	5	3
Cc1cc(OCC(=O)NCCc2c[nH]c3ccccc23)c2c(C)c(C)c(=O)oc2c1	4	2	0	0	4.0	1	-2	4	0
O=C(CN1CCCN(Cc2ccc(F)cc2Cl)C1=O)NC1CCCCCCC1	-2	3	18	i	2.2	1	6	4	1
CC(C)OCCCNC(=O)c1ccccc1NC(=O)C1=CSCCO1	4	-3	5	2	2.5	4	4	6	0
Cc1ccc(NCc2nnc(SCC(=O)O)n2Cc2ccccc2)cc1Cl	-4	-3	-1	40	-2.7	0	-5	10	3
O=C(CCc1nnc(-c2ccsc2)o1)N1CCc2c(Cl)cccc2C1	-6	2	16	·	2.8	-2	-6	-4	14
Cc1cc(N)ccc1N=Nc1c(C)n(C)n(-c2ccccc2)c1=O	-8	3	-6	-6	0.8	1	-7	-18	0
Cc1cc(C)n(C(=O)CCCn2nc(C)c([N+](=O)[O-])c2C)n1	0	-2	2	15	-0.1	0	8	-2	3
Clc1ccc(C2=NCCn3nc4ccccc4c32)cc1	2	2	2	-5	2.4	2	5	12	4
Cc1ccc(CNC(=O)C2CC(=O)N(C3CCCCCCC3)C2)cc1 (stereo not given)	15	-2	3	-1	-0.7	3	-14	-7	0
NC(=O)NC(c1ccc(Cl)cc1)c1ccccc1Cl (stereo not given)	12	0	-9	-3	1.9	-4	2	-4	0
CC(C)NC(=O)NC(=O)CSc1ncccn1	5	5	0	24	-1.2	-5	-2	7	0
Cc1c(NC(=O)c2ccc(-c3ccccc3)cc2)cccc1C(=O)O	3	1	-27	0	0.9	1	7	1	3
COC(=O)C1(CC2CC(c3cccc(Br)c3)=NO2)CCN(C(=O)OC(C)(C)C)CC1 (stereo not given)	-9	2	-7	0	3.4	-3	11	5	0
C[C@@]12C(=O)Nc3ccc(F)cc3C(=O)N1[C@H]1c3ccccc3OC[C@@H]1[C@@H]2c1ccccc1	10	·	1	-48	·	·	-1	·	7
O=C(NC1CCCCC1)N1CCN(Cc2nc3ccccc3c(=O)[nH]2)CC1	4	0	3	-21	0.1	0	10	1	0
COc1ccccc1Nc1nnc(SCc2cc(=O)n3ccsc3n2)s1	9	-3	-1	0	0.3	4	0	3	3
O=C(NC(=O)c1cccc(Cl)c1)OC[C@@H]1CCCN2CCCCC12 (stereo not given in full)	14	-2	-13	8	-1.1	-2	3	4	0
O=C(OCC(=O)c1ccc(Cl)s1)c1ccc2ccccc2n1	-6	0	11	6	-2.0	4	1	21	1
C=CC[C@@H](CC(=O)N[C@@H](CO)Cc1ccccc1)C(=O)N[C@@H](COC(=O)[C@@H](CC=C)CC(=O)OC(C)(C)C)Cc1c[nH]c2ccccc12	8	·	16	3	·	·	-1	·	3
OC1(c2ccc(F)cc2)CN(c2ccccc2)C2=[N+]1CCS2 (stereo not given)	-6	7	20	2	-0.2	-1	-6	6	0
CCN(CC)c1ccc(-n2c(C)cc(C=O)c2C)cc1	4	2	-2	8	2.1	-5	4	1	0
O=C(CCC(=O)OCc1ccc(Cl)cc1)Nc1ccccc1	-7	-6	-4	0	5.2	-46	1	-17	0
CCOC(=O)Cn1c(=NC(=O)CC)sc2c(C)cc(C)cc21	0	0	-1	1	0.1	2	5	5	0
O=C(Nc1cccc(O)c1)c1cc(S(=O)(=O)N2CCCC2)ccc1Cl	-2	-1	13	-3	3.2	6	-6	1	0
CCCCNC(=O)CCCN1C(=O)c2cccnc2Sc2ccccc21	-5	-2	-2	11	0.5	-1	0	-2	4
CCOC(=O)CN1C(=O)C(=O)N(Cc2cccc(C)c2)C1=O	-4	-1	34	-5	2.6	0	-5	-13	2
CCCN(CC(=O)Nc1ccc(Cl)cc1Cl)C(=O)/C=C/c1cc(OC)ccc1OC	37*	2	7	-25	2.3	3	13	7	0
O=C(C1=C[C@H](C2CC2)C[C@H](OCc2ccc(CO)cc2)O1)N1CCN(Cc2ccc3c(c2)OCO3)CC1	-1	3	-6	-3	-5.8	7	6	-13	1
COc1cc(OC)cc(C(=O)N[C@H](C(=O)NC23CC4CC(CC(C4)C2)C3)C(C)C)c1	-5	-5	9	153	-2.9	8	3	3	0
O=C(CNC(=O)c1ccc(Cl)cc1)NCc1ccccn1	2	-5	-6	·	-0.7	·	-9	·	0
CCN(CC)CC(C)OC(=O)COc1ccc(OC)cc1 (stereo not given)	10	-3	-10	4	1.0	-5	-2	-4	0
Cc1ccc(Cl)cc1N1CCN(C(=O)CCC(=O)O)CC1	-3	0	0	9	-1.7	1	-6	2	3
COc1ccc(C)cc1N(C)C(=O)Cc1c(C(=O)O)n(C)c2ccccc12	-4	-1	2	-4	-0.3	2	1	4	0
COc1ccc(-n2c(SC(C)C(=O)N3CCOCC3)nc3ccccc3c2=O)cc1 (stereo not given)	-3	-1	10	0	0.8	1	3	-8	3
CCN(CCNC(=O)C1=C(C)C(=O)OC12CCC(C)CC2)c1ccccc1 (stereo not given)	-7	-2	0	31	4.4	1	2	-1	2
CC(=O)c1cccc(S(=O)(=O)N2CCC(C(=O)Oc3ccc(-c4nnco4)cc3)CC2)c1	12	·	2	-11	·	·	8	·	0
COc1cccc(-c2nnc(SCc3nc4ccccc4[nH]3)n2N)c1	8	0	-7	-5	-1.0	-3	-3	-4	1
Cc1cc(C)nc(NS(=O)(=O)c2ccc(N3Cc4ccccc4C3=O)cc2)n1	-2	3	7	5	1.5	-3	2	-4	0
COC(=O)CCc1c(C)c(C(=O)c2ccc(F)cc2)c2ccccn12	0	-3	16	24	-1.5	2	-4	2	3
(next part)
SMILES	procasp7 counter	PP1 counter	VLA-4 inh	GASC-1 inh	PP5 inh	Fh CTSL1 inh	proCasp3 act	core dimer inh	GRK2 inh
CC(=O)c1cccc(NC(=O)c2ccc3c(c2)C(=O)N(Cc2cccnc2)C3=O)c1	-3	2	1	3	2.3	1	-10	2	2
CCOC(=O)CSc1nc2ccccc2c(=O)n1Cc1ccco1	1	1	-7	-7	0.7	1	5	-8	1
CCCOC(=O)c1ccc(Oc2c(-c3ccc(OCC)cc3O)n[nH]c2C)cc1	-1	0	15	4	2.3	2	3	3	0
Cc1cc(C)n2nc(SC(C)C(=O)N(C)C3CCCCC3)nc2n1 (stereo not given)	0	·	-2	11	·	·	7	·	0
Cn1c(CNC(=O)c2ccco2)nnc1SCC(=O)N1CCN(c2ccccc2)CC1	3	3	-9	-3	-0.3	3	-1	0	0
O=C(COc1ccccc1)NCc1cccs1	14	0	5	-5	2.3	2	0	2	0
CCCc1cc(=O)n2[nH]c(NCc3c(F)cccc3Cl)nc2n1	5	-2	35	-5	3.7	-6	-1	-4	0
CCOCCCNCC(O)c1ccccc1 (stereo not given)	8	4	1	-36	0.7	1	0	-1	5
Cc1nc2cc(C(=O)NCc3cccnc3)ccc2n1-c1ccc(F)cc1F	1	-3	1	1	-0.2	1	2	-3	1

Part of the list above in order of number of heavy atoms, rising:
SMILES	procasp7 counter	PP1 counter	VLA-4 inh	GASC-1 inh	PP5 inh	Fh CTSL1 inh	proCasp3 act	core dimer inh	GRK2 inh
CCOCCCNCC(O)c1ccccc1 (stereo not given)	8	4	1	-36	0.7	1	0	-1	5
O=C(COc1ccccc1)NCc1cccs1	14	0	5	-5	2.3	2	0	2	0
CCCc1cc(=O)n2[nH]c(NCc3c(F)cccc3Cl)nc2n1	5	-2	35	-5	3.7	-6	-1	-4	0
Cc1cc(C)n2nc(SC(C)C(=O)N(C)C3CCCCC3)nc2n1 (stereo not given)	0	·	-2	11	·	·	7	·	0
Cc1nc2cc(C(=O)NCc3cccnc3)ccc2n1-c1ccc(F)cc1F	1	-3	1	1	-0.2	1	2	-3	1
